# GAA850 FXN act: increases GAA850 frataxin promoter reporter activity. AID 540364. actives 0.56% (n = 360,000). HEK293 lucGAA850 FXN promoter luciferase reporter, 24 h; percent of 10 µM SAHA response. activation, % at 6 µM;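 active = activation above the average of all compounds screened plus 3 SD, cutoff fixed separately per campaign, cut at about 7.5% in these data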;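 also: 0% = DMSO wells and 100% = 10 µM SAHA wells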
# NPR2 activator: GC-B (human) receptor activation | P20594 | HEK293-GC-B cells, CNP EC30, cGMP TR-FRET; 0% at EC30 CNP, 100% saturating CNP | activation, % at 10 µM | actives 0.11% (n = 370,000);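 active = activation at 10 µM reaching about 35% in either raw or pattern-adjusted values, limit read from the data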
# proKLK7 act: activates the human kallikrein-7 zymogen; P49862; purified proKLK7, EDANS-DABCYL substrate fluorescence; 100% is mature enzyme control, 0% vehicle; activation, % at 7 µM; actives 0.9% (n = 370,000); AID 652039;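 active = activation above the mean of all tested compounds plus 3 SD, computed per campaign excluding outliers beyond control limits, cut at about 13% in these data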
# rCAG binder: binds r(CAG) RNA repeats | r(CAG) RNA repeat, TO-PRO-1 dye displacement fluorescence | inhibition, % at 3 µM | actives 1.3% (n = 370,000);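 active = inhibition above the plate cutoff, the mean of all test compounds on that plate plus 3 SD, cut at about 35% in these data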;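 also: 0% = DMSO alone and 100% = 100 µM mitoxantrone as full dye displacement; higher means more dye released from RNA so lower well fluorescence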
# sPLA2-III inh: Inhibits HGIII-sPLA2 liposome hydrolysis, primary screen | Q9NZ20 | QFRET BODIPY PC-A2 liposome hydrolysis, fluorescence | inhibition, % at 12.2 µM | actives 0.56% (n = 370,000) | AID 743126;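 active = inhibition above mean plus 3 SD of compounds lying within the high and low control bounds, cut at about 19% in these data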;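 also: 0% = median of test compound wells and 100% = no enzyme DMSO wells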
# Target sequence (Q9NZ20 whole entry, looked up): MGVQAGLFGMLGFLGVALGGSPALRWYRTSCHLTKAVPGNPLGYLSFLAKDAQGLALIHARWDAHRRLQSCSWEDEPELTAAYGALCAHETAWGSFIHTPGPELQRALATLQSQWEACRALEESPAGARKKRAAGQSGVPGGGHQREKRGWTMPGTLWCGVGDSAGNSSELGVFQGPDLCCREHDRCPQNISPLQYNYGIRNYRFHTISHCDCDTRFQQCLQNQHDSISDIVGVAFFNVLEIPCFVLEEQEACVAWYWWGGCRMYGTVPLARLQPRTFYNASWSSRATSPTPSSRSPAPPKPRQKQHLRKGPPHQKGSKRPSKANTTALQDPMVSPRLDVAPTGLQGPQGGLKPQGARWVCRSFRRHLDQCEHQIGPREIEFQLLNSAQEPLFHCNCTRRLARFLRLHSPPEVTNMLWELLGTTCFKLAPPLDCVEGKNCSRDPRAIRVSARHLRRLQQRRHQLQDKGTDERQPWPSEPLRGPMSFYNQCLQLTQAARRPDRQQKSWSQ
# ADAM10 inh: inhibits human ADAM10; O14672; recombinant ADAM10, EDANS/DABCYL FRET peptide cleavage, 3 h; actives 0.62% (n = 370,000); inhibition, % at 7 µM;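 active = inhibition above a per-campaign cutoff equal to the mean of compounds falling between control-based bounds plus 3 SD, cut at about 20% in these data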;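 also: 0% = DMSO wells while the 100% control is not disclosed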
# Target sequence (O14672 214-748 limits assumed): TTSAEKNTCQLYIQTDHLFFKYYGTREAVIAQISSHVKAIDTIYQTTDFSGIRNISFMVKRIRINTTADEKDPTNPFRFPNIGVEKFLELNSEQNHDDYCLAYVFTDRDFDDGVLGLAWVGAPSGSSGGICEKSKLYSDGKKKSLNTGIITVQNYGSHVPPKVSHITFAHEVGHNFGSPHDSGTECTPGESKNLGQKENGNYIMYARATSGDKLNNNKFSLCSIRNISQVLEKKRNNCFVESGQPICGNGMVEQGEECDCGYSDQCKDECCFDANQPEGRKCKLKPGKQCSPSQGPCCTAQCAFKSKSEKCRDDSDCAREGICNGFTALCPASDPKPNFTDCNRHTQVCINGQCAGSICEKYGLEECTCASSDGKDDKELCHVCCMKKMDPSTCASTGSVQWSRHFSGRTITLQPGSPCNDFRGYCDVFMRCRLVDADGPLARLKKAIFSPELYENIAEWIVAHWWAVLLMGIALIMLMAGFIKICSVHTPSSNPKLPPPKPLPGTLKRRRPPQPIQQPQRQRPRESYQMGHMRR
# DDE Tn6 FP inh: DD(E)-Tn6 binding inhibition, primary FP screen. inhibition, % at 8.3 µM. Fibrin DD(E) TRITC-Tn6 fluorescence polarization displacement. P02675. AID 720509. actives 0.21% (n = 370,000);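 active = inhibition above a per-campaign cutoff: mean of compounds within control limits plus 3 SD, cut at about 15% in these data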;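 also: 0% = median of all compound wells on the plate and 100% = blocking peptide control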
# GC-A act: GC-A (human) enzyme activation; HEK293 GC-A cells, cGMP TR-FRET, EC30 ANP; 0% at EC30 ANP, 100% saturating ANP; activation, % at 10 µM; actives 0.14% (n = 370,000); AID 1671463; in the data active = activation above about 40%
# ARFGAP1 inhibitor: inhibitors of rat ARFGAP1 | AID 651572 | inhibition, % at 16.5 µM | actives 0.26% (n = 360,000) | Arfgap1-stimulated ARF1 GTP hydrolysis, GDP FP detection | Q62848;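 active = inhibition above a per-plate limit, mean inhibition of low control wells plus 3 SD, cut at about 25% in these data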;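 also: 0% = DMSO wells with enzyme and 100% = wells lacking Arfgap1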
#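 Repeats: one replicate per compound; assay system: rat Arfgap1 catalytic domain, aa 1-136; times: enzyme reaction 120 min at 25 °C after 20 min preincubation; detection: FP of antibody-bound GDP Alexa 633 tracer, ex 620/em 688 nm; benchmarks: high control wells lacking Arfgap1, low control full reaction with DMSO; reagent: human ARF1(Δ1-17)-GTP substrate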
# ASAP1 inh: blocks human ASAP1-stimulated Arf1 GTP hydrolysis | Q9ULH1 | GDP FP detection | inhibition, % at 16.5 µM | actives 0.19% (n = 360,000); in the data active = inhibition above about 25%;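 also: 0% = vehicle with enzyme and substrate and 100% = no enzyme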
# * marks the source's active call; other numbers are inactive results; / = not tested or not shown.
# Results follow in this order: DDE Tn6 FP inh, proKLK7 act, NPR2 activator, ADAM10 inh, ARFGAP1 inhibitor, GC-A act, rCAG binder, ASAP1 inh, GAA850 FXN act, sPLA2-III inh
Cc1ccc(CN(C(=O)C(F)(F)F)C(C(=O)NC2CCCCC2)c2ccco2)cc1 (stereo not given)
→ -2, 0.0, 1, 15, -6, -6, -6, 18, 1.2, 4
O=C(Cn1c(=O)[nH]c2ccccc2c1=O)Nc1cccnc1
→ 1, -1.1, 8, 0, -5, 10, -1, -4, -0.2, 8
CN1C(=O)C[C@@](C#N)(C(=O)NCCc2ccccc2)[C@H]1c1ccccc1
→ 5, 0.8, -1, 2, /, 1, -1, /, /, -4
CCS(=O)(=O)N1Cc2ccccc2CC1C(=O)Nc1ccc(OC)c(OC)c1 (stereo not given)
→ -7, 0.4, 2, 5, -4, -6, 3, -4, -0.7, -3
COc1ccc(CC(=O)n2[nH]c(=O)c3ccccc3c2=O)cc1OC
→ 3, -0.5, 2, -4, -8, 6, -1, 2, 0.5, 6
CCCCN(CC)CCNc1c(NC2CCN(C(=O)OCC)CC2)c(=O)c1=O
→ -11, -0.6, -16, -19, -2, -11, -4, 11, 1.2, 17
O=c1[nH]c(CN2CCN(S(=O)(=O)c3ccc4c(c3)OCCO4)CC2)nc2sc3c(c12)CCCC3
→ 3, -0.2, 1, 6, 7, -5, 3, -4, 2.2, 2
CC1(C)Cc2c(sc3nc(SCC(=O)N4CCOCC4)nc(N)c23)CO1
→ 4, 0.7, 2, -55, -3, 2, 0, -12, 1.5, 1
COc1ccc(C(=O)N2CCN(c3cccc(Cl)c3)CC2)cc1
→ -1, -0.5, -1, -1, 6, 0, -6, 1, 1.9, 0
CCn1cc(Cl)c(C(=O)NNC(=O)CCn2ccc([N+](=O)[O-])n2)n1
→ -4, 0.2, 2, -5, 11, 4, -4, 14, -0.3, 5
CC1CC(C)CN(c2cc(N(C)CCO)c([N+](=O)[O-])c3nonc23)C1 (stereo not given)
→ 5, -0.7, -3, 12, -5, -6, -1, -3, 0.0, 1
N#CC(C#N)=C1NC2(CCCCC2)Cc2ccccc21
→ 8, 0.1, 1, 2, -9, 6, -5, -4, 2.0, -2
O=C(NC1CCS(=O)(=O)C1)c1ccccc1Cl (stereo not given)
→ 11, -0.5, -3, -6, -5, -1, 0, -8, -1.0, 2
Cc1c(C(=O)N2CCCC2)c(S(=O)(=O)NCC(C)c2ccccc2)c(C)n1C (stereo not given)
→ 0, 0.2, -1, 2, 1, 2, -5, -6, 0.8, 5
COCCNC(=O)CN(C(=O)CCC(=O)Nc1ccccn1)c1ccccc1F
→ 2, -0.4, 2, 8, -1, 3, -4, -14, 1.0, 1

# In the list so far, these have a nitro group on carbon.
# Results follow in this order: DDE Tn6 FP inh, proKLK7 act, NPR2 activator, ADAM10 inh, ARFGAP1 inhibitor, GC-A act, rCAG binder, ASAP1 inh, GAA850 FXN act, sPLA2-III inh
CCn1cc(Cl)c(C(=O)NNC(=O)CCn2ccc([N+](=O)[O-])n2)n1
→ -4, 0.2, 2, -5, 11, 4, -4, 14, -0.3, 5
CC1CC(C)CN(c2cc(N(C)CCO)c([N+](=O)[O-])c3nonc23)C1 (stereo not given)
→ 5, -0.7, -3, 12, -5, -6, -1, -3, 0.0, 1

# The listing continues:
# Results follow in this order: DDE Tn6 FP inh, proKLK7 act, NPR2 activator, ADAM10 inh, ARFGAP1 inhibitor, GC-A act, rCAG binder, ASAP1 inh, GAA850 FXN act, sPLA2-III inh
Cc1ccc(OC(=O)N(C)C[C@@H]2OCc3cn(nn3)CCCC(=O)N([C@@H](C)CO)C[C@H]2C)cc1
→ -6, 0.2, 2, -7, -7, -1, 1, 7, -1.3, 3
COc1ccc(CCNC(=O)C2CCCN2C(=O)Nc2ccccc2)cc1OC (stereo not given)
→ -9, 0.1, 0, 2, -8, 2, -3, -18, 0.9, -1
CC[C@]1(C(=O)OC)[C@H]2C(=O)N(C)C(=O)[C@H]2[C@H]2CN=C(SCc3ccc(C)cc3)N21
→ 8, 0.2, 3, -12, -6, 0, -2, 0, 0.5, 1
OC1C2CN3CCN(C2)CC1(Cc1ccccc1)C3 (stereo not given)
→ 2, -0.3, -6, 0, -17, 5, 1, 1, 0.6, -4
Cc1cccc(NS(=O)(=O)c2cccc(C(=O)N3CCCC3)c2)c1
→ -1, 0.0, 5, -4, -9, 1, -2, -14, 1.3, 1
COc1ccccc1-n1cc(CN2CCCC(CO)(Cc3cccc(Cl)c3)C2)cn1 (stereo not given)
→ -4, 0.5, -5, 3, 15, -13, -10, 5, -4.4, -17
O=C(Nc1ccccc1-c1nc2ccccc2s1)c1ccco1
→ -3, -29, -2, -19, 1, 14, 18, -2, 1.8, -1
O=C(c1ccccc1)N1CCC(c2nc(-c3ccc(S(=O)(=O)NCC4CCCO4)cc3)no2)CC1 (stereo not given)
→ -2, 0.5, -3, 6, 2, -2, -3, -9, -3.6, -1
COC(=O)c1ccccc1S(=O)(=O)NNC(=O)c1ccccc1-n1cccc1
→ 3, 0.2, 4, -12, -13, -1, 4, -5, 1.5, -4
COC(=O)c1c(NC(=O)CN2CCN(c3cccc(Cl)c3)CC2)sc(C)c1C
→ 2, -0.8, 3, 7, -17, -1, 3, 12, 3.4, 1
COc1ccc(S(=O)(=O)N(C)CC(=O)NC2CCCCC2)cc1OC
→ 6, 1.1, 2, -3, 9, 5, -8, -1, 1.0, 8
CCOC(=O)c1cccc(NC(=O)CCS(=O)(=O)c2cccs2)c1
→ 6, -0.7, 7, -9, 3, 0, 4, 11, 1.7, -5
Cc1ccc(/C=N/NC(=O)CSc2nnc(-c3ccccc3)n2-c2ccc(Cl)cc2)o1
→ -8, 0.2, -14, 27*, -8, -21, 3, -2, 1.6, -8
O=C(NCCCCNC(=O)c1ccc(Br)s1)c1ccc(Br)s1
→ -1, 0.0, -3, 6, 20, -6, 2, 6, 4.2, 11
CC(C)CN1C(=O)NC(NC(=O)c2cccs2)(C(F)(F)F)C1=O (stereo not given)
→ 1, 0.2, 7, 6, 10, -2, -2, -9, 1.8, 5
CC(/C=N/NC(=O)COc1ccccc1C)=N\NC(=O)COc1ccccc1C
→ 4, 0.5, 3, -9, -21, -3, 0, 8, 0.4, 0
O=C(NNC(=O)C1CC2CCC1C2)c1sc2ccccc2c1Cl (stereo not given)
→ 4, -0.7, -5, 3, -9, 1, 4, 3, 4.7, -21
COc1cccc(C2C(C(=O)c3ccc(C)o3)=C(O)C(=O)N2c2cc(C)on2)c1 (stereo not given)
→ 3, 0.4, -4, -8, 0, 5, 11, 0, 0.9, -8
CC(CCN1CCOCC1)c1ccccc1 (stereo not given)
→ -1, 0.1, 1, 15, 4, -2, 2, -3, -1.2, 7
CC1CN(C(=O)CSc2nc(N)cc(N)n2)CC(C)O1 (stereo not given)
→ -17, 0.6, 4, -8, -7, -1, 0, -11, 2.2, 5
CCOc1ccc(NC(=S)N2CCC(C(=O)c3ccc(F)cc3)CC2)cc1
→ 8, -1.0, -4, -3, -4, 0, -4, -13, -0.2, 8
O=C(C1CCCO1)N1CCN(S(=O)(=O)c2cccc3nsnc23)CC1 (stereo not given)
→ 0, -0.2, 0, -6, -11, -1, 1, -11, -0.6, 1
OCCC1CN(CC(c2ccccc2)c2ccccc2)CCN1C1CCCC1 (stereo not given)
→ 0, 0.4, -26, 5, -2, -22, -6, 6, 0.7, -1
COC(=O)c1sc(C(F)(F)F)c(-c2ccccc2)c1S(=O)(=O)N1CCOCC1
→ -4, 0.8, -3, 1, 9, -20, -9, -10, -0.2, 3
CCN(C(=O)CSc1nnc(-c2ccco2)n1C)c1c(N)n(Cc2ccccc2)c(=O)[nH]c1=O
→ 1, -0.8, -1, -3, -7, 0, 0, -2, -2.0, -2
CCn1ncc(-c2csc(N)n2)c1C
→ 8, -0.2, 1, -4, -16, 3, -2, 5, 3.4, -4
COc1ccc(CNC(=O)c2cc(C3CC3)on2)cc1
→ 9, 0.0, 0, -12, -13, 4, 2, -3, -2.0, 0
O=C(O)CSc1nnc(-c2ccncc2)n1C1CCCCC1
→ 4, -0.2, 6, -2, 8, 5, 0, -9, -2.2, 2
CC(C)NC(=O)C1c2ccccc2Oc2ccccc21
→ -2, 0.3, 0, 2, -3, 3, -1, -5, 0.1, 1
O=S(=O)(NC1=NCCCCC1)c1cc(F)ccc1F
→ -3, -0.7, 1, -3, -9, -3, 0, 5, -1.1, 10
CC(OC(=O)C1CC(O)CN1S(=O)(=O)c1ccccc1[N+](=O)[O-])C(=O)N1CCCCC1 (stereo not given)
→ 8, 0.0, 3, -8, -2, -2, -4, 8, 1.4, 3
CCOC(=O)C(N)CSC1CC(=O)N(CCc2ccccc2)C1=O (stereo not given)
→ -3, -0.3, 5, -4, 1, -5, -6, 10, -0.1, -5
COc1ccc(-n2nc3cc(C)c(NC(=S)NC(=O)c4ccccc4C)cc3n2)cc1
→ 7, 3.3, 3, -29, 6, 3, 4, -13, 3.0, -2
O=c1c2ccc(Cl)cc2nc(-c2ccc([N+](=O)[O-])cc2)n1O
→ 1, -0.2, -6, -4, 5, -4, -2, -7, -2.0, 7
Cc1nc2c(cc1NC(=O)c1ccccc1)nc(C)n2Cc1ccccc1
→ -2, -1.2, 3, -8, 3, 4, 3, -3, 1.3, 2
O=C(C(Cc1ccccc1)N1C(=O)C2C3C=CC(C3)C2C1=O)N1CCCCC1 (stereo not given)
→ 4, 0.2, -3, -6, -2, 2, -2, 4, 0.7, 2
COc1cccc(Nc2nc(CN3CCOCC3)nc3sc4c(c23)CCCC4)c1
→ -3, 0.0, 8, 4, 4, 4, 1, 7, 1.3, -3
C=CCNC(=O)NC(=O)COC(=O)C(C)Oc1ccc(Cl)cc1Cl (stereo not given)
→ 1, -0.1, -2, 3, 9, 7, -4, 6, -1.1, 2
CCCCNC(=O)c1ccc2nc(CC)c(N(CCC(C)C)CCN(C)C)n2c1
→ -4, 0.5, 4, -39, -2, 1, 1, 5, -7.1, -1
CCOC(=O)[C@]12CCCC3=C1N(CCC3)C(=O)[C@@H](CC(=O)N1CCSCC1)C2
→ 9, -0.2, 5, 5, /, 3, 0, /, /, 4
C=CCn1c(CCc2ccc(OC(C)C)cc2)n[nH]c1=S
→ 2, 0.1, -7, 6, -6, 2, -5, -1, 3.0, 18
CCOC(=O)C1=C(CCc2ccccc2)NC(=O)NC1c1cccc([N+](=O)[O-])c1 (stereo not given)
→ 0, 0.0, -10, -2, 4, -7, 2, 6, -0.8, -1
COc1ccc(N2C(=O)NC(NC(=O)c3cccnc3)(C(F)(F)F)C2=O)cc1 (stereo not given)
→ 5, -0.4, 4, -2, 13, -1, -3, 9, -1.3, 3
Cc1ccc(NC(=O)CNC(=O)c2cccs2)nc1
→ 11, 0.2, -1, 1, -5, 0, 0, 1, 1.1, -13
Cc1cc(-c2nnc(SCC(=O)Nc3ccc(F)cc3)n2N)n[nH]1
→ -3, 0.0, 1, -11, 3, 1, -1, 4, -0.7, 8
Cc1ccc(C)c(NC(=O)c2cc(-c3ccc(Cl)cc3)nc3ccccc23)c1
→ 3, -0.1, -7, 3, /, -8, 4, /, /, 2
Cc1ccc(NC(=O)CS(=O)CC(=O)NCC2OCCc3ccccc32)c(C)c1 (stereo not given)
→ 7, -0.2, -2, 0, 4, 1, 0, 7, -0.3, 3
CNC(=S)NNC(=O)Cc1ccc(O)cc1
→ -8, -0.7, -4, -9, -2, 0, -2, -3, -1.5, 26*

# Compound activity from PubChem.
